RTF Ca sens inh – cardiac RTF calcium sensitivity inhibitors, primary screen, biochemical, IANBD-TnC fluorescence, EC70 calcium; IANBD-labeled cardiac RTF, Ca2+ fluorescence; inhibition, % at 7.15 µM; Troponin I, cardiac muscle (Homo sapiens) + Troponin T, cardiac muscle (Homo sapiens) + …; actives 0.12% (n = 340,000);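 active = inhibition above the mean inhibition of all tested compounds plus 3 SD, cut at about 17% in these data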;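 note: assay run at fixed EC70 calcium of 1.6 mM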
OPRM1-OPRD1 inv – inverse agonists of MOR-DOR heterodimerization, primary screen, cell-based, luminescence; Mu-type opioid receptor (Homo sapiens) + Delta-type opioid receptor (Homo sapiens), …; cell-based MOR-DOR heterodimer luminescence, inverse agonism; inhibition, % at 9.3 µM; actives 0.21% (n = 340,000); in the data active = inhibition above about 22%, passing the limit was not always enough;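 note: 0% = cells with DMSO and 100% = wells without cells with DMSO; values of inactives mirror those of a sister screen read the other way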
Wnt bcat act – Wnt/beta-catenin pathway activators, primary screen, cell-based, plate reader, single point. actives 1.2% (n = 300,000). AID 743398, 2014. Wnt/beta-catenin reporter cell assay, activator. activation, % at 9.35 µM; in the data active = activation above about 30%, passing the limit was not always enough; inconclusive = no clear call, values can overlap the other calls;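 note: 0% = neutral control wells and 100% = positive control wells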
OPRM1-OPRD1 ag – agonists of OPRM1-OPRD1 heterodimerization, primary screen, cell-based, luminescence | activation, % at 9.3 µM | cells | actives 0.3% (n = 340,000) | AID 504326, 2011 | Mu-type opioid receptor (Homo sapiens) + Delta-type opioid receptor (Homo sapiens), …; in the data active = activation above about 18%;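 note: 0% = vehicle-treated cells and 100% = reference agonist; values of inactives mirror those of a sister screen read the other way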
DSG3 Ab inh – inhibitors of pemphigus antibody binding to DSG3, primary screen, biochemical, bead-based, flow cytometry, scFv-GFP. Desmoglein-3 (Homo sapiens), P32926. DSG3-coupled beads, scFv-anti-DSG3-GFP binding; hits give low values. binding (percent of control), % at 10 µM. actives 0.48% (n = 310,000);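 active = binding more than 3 SD below its plate's average and above zero; inconclusive = below that plate limit but binding exactly zero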;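 note: hits lower antibody fragment binding to DSG3; some compounds called inactive have numbers as strong as hits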
Keap1 Nrf2 FP – Keap1-Nrf2 protein-protein interaction inhibitors, primary screen, biochemical, fluorescence polarization, single point | actives 0.15% (n = 340,000) | inhibition, % at 9.4 µM | Keap1 Kelch-Nrf2 peptide fluorescence polarization, 1536-well | Kelch-like ECH-associated protein 1 (Homo sapiens), Q14145; in the data active = inhibition above about 12%; inconclusive = no clear call, values can overlap the other calls; inactive = below about 7.3%;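 note: human Keap1 Kelch domain with fluorescein labeled Nrf2 9mer peptide probe; 0% = neutral control wells and 100% = peptide positive control; higher means more block of Keap1 binding to Nrf2 peptide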
Target sequence (Q14145 whole entry, looked up, the tested form may be a part): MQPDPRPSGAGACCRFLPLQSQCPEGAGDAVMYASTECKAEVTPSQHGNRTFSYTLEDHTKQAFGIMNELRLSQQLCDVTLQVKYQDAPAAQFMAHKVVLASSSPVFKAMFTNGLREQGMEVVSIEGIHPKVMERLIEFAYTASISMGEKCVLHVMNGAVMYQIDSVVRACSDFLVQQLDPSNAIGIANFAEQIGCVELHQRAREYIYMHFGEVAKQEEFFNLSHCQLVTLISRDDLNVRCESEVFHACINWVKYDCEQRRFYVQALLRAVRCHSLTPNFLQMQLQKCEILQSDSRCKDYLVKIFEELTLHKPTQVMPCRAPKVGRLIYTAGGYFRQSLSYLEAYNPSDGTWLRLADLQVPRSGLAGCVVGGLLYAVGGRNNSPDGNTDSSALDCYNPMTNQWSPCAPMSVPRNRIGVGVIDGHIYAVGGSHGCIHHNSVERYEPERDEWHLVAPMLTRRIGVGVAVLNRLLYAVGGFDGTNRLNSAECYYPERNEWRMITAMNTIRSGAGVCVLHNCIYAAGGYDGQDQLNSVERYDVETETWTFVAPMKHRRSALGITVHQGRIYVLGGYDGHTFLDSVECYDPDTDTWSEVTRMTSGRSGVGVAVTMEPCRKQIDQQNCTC
cardiac RTF act – cardiac RTF calcium sensitivity activators, primary screen, biochemical, IANBD-TnC fluorescence, EC20 calcium. IANBD-labeled TnC RTF fluorescence at EC20 calcium; 0% EC20 calcium, 100% full calcium. activation, % at 7.2 µM. actives 0.24% (n = 340,000);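 active = activation above the mean over all tested compounds plus 3 SD, cut at about 30% in these data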;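 note: rise in fluorescence read as greater calcium sensitivity of cardiac thin filaments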
V-ATPase pH – regulators of yeast V-ATPase proton pumping, primary screen, pHLuorin cytosolic pH fluorescence; S. cerevisiae; response, % at 10 µM; actives 0.37% (n = 350,000); AID 504577, 2011; in the data active = response mostly above about 7.3%, no sharp cut-off; inactive = mostly below about 5.4%; note: actives read high; inactives centre near 0; some compounds called inactive have numbers as strong as hits; reference of the scale not given here
LANA DNA inh – inhibitors of KSHV C-LANA binding to DNA, primary screen, biochemical, fluorescence polarization, FAM-LBS DNA, MBP-C-LANA, single point | Kaposi's sarcoma herpesvirus LANA C-terminal domain (residues 932-1162) DNA binding | inhibition, % at 9 µM | actives 0.078% (n = 340,000) | AID 504423, 2011;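 active = highest replicate inhibition at or above 60% at 9 µM, even if other replicates fall short; inactive = all replicates below 60% inhibition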;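 note: 0% = neutral control wells and 100% = 4 µM acridine orange control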
Arrestin-AP2 inh – inhibitors of beta-arrestin/AP2 binding, primary screen, biochemical, GPCR trafficking, flow cytometry. inhibition, % at 10 µM. beta-arrestin 1 C-terminal peptide binding to AP2 beta2-adaptin appendage (human). FITC-arrestin peptide / GST-AP2 beads; AP2 beta2 appendage carries R879A mutation. actives 0.31% (n = 340,000);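 active = inhibition above a set limit, near 3 SD of compounds lacking own fluorescence, cut at about 54% in these data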;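 note: plate controls were DMSO wells for no effect and 5 µM unlabelled arrestin peptide for full effect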
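test system = AP2 appendage R879A on GSH beads | buffer or medium = PBS plus Tween 20 (0.05%) and BSA (0.1%) | incubation = 12 min plus 1 h, RT | detection = bead flow cytometry, FITC channel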
Starred values were filed as active, the others as inactive; ? = inconclusive; / = not tested or not shown. The order is random (roughly 3.1% active in at least one column).

SMILES	RTF Ca sens inh	OPRM1-OPRD1 inv	Wnt bcat act	OPRM1-OPRD1 ag	DSG3 Ab inh	Keap1 Nrf2 FP	cardiac RTF act	V-ATPase pH	LANA DNA inh	Arrestin-AP2 inh
O=[N+]([O-])c1ccc(N2CCCCCC2)c([N+](=O)[O-])c1	8	2	22	-0.3	100	0	3	-1	2.1	25
CC(=O)NCC1COc2ccccc2O1 (centres undefined)	-1	12	2	-2.4	94	0	1	1	-0.6	-8
CC(C)C1=NN(C(=O)c2ccccc2)C(O)(C(C)(C)C)C1 (centres undefined)	-3	7	-1	-1.3	81	2	-5	0	-2.3	-9
COc1ccc(-n2c(=O)[nH]c3cc(C(=O)NCCc4ccc(Cl)cc4)ccc3c2=O)cc1OC	-3	13	-5	-2.4	100	1	0	-3	0.3	13
N=c1n(CCOc2ccccc2)c2ccccc2n1CCN1CCOCC1	-5	/	/	/	120	4	3	10	-1.4	-4
CCOc1ccc(/C=N/Nc2ccccc2)cc1	-1	7	12	-1.5	117	-6	2	6	-3.0	20
CCCN1CCN(S(=O)(=O)c2ccc(-c3cc(C)no3)s2)CC1	2	7	-2	-1.2	98	-2	-1	2	0.6	-1
CCOC(=O)c1sc2nc(C)nc(SCC(=O)N(C)C3CCS(=O)(=O)C3)c2c1C (centres undefined)	-4	17	?	-3.7	95	3	4	4	-1.0	17
O=C(Nc1ccc(Cl)cc1F)C1CCN(S(=O)(=O)c2cccc3nonc23)CC1	-12	-27	-3	4.4	97	-5	-1	-2	-0.1	-1
CCCc1c(C(=O)NNc2cc(C(F)(F)F)ccc2Cl)cnn1-c1ccccc1	4	-63	-3	12	/	2	-1	0	-0.2	4
O=C(CSc1nnc(CNC(=O)c2ccco2)o1)Nc1nc2ccccc2s1	-1	-11	9	1.5	97	-2	-6	4	0.7	-1
O=S(=O)(c1cccc2cccnc12)N1CCN(c2ccc(F)cc2)CC1	-8	9	-1	-1.8	103	0	2	2	-0.7	-2
Cc1cc(Cl)c(Cl)cc1S(=O)(=O)NCCCn1ccnc1	-4	6	-1	-1.2	96	-3	0	-1	0.0	23
Cc1cc2cc(CN(CC3CCCO3)C(=O)c3cnccn3)c(=O)[nH]c2cc1C (centres undefined)	-16	21	/	-4.4	98	-2	1	5	0.9	8
O=C(N/N=C/c1ccccc1)c1ccc(N2CCCC2=O)cc1	-6	4	-2	-0.7	/	0	6	1	0.8	4
CCC(=O)c1cc2c(cc1NC(=O)C(C)C)OCCO2	-7	2	/	-0.4	/	-4	1	0	0.1	2
Cc1ccc(Cn2c(=N)c(S(=O)(=O)c3ccc(C)cc3)cc3c(=O)n4ccccc4nc32)cc1	-8	13	-1	-2.5	99	-13	0	-3	0.1	6
O=C(NCCNCc1ccc(F)cc1)c1ccco1	-5	15	-1	-2.7	92	-5	3	2	-0.8	-3
CCCCOC(=O)Nc1cc(OC)c(Cl)cc1OC	-1	-28	?	5.5	86	0	-5	1	0.4	-10
COc1cc(NC(=O)CSc2nc3[nH]ncc3c(=O)n2-c2ccccc2C)cc(OC)c1OC	-8	15	-1	-2.4	95	-1	-3	1	-2.5	-4

Looked up above:
`O=C(N/N=C/c1ccccc1)c1ccc(N2CCCC2=O)cc1` in LANA DNA inh: 0.8
`O=C(Nc1ccc(Cl)cc1F)C1CCN(S(=O)(=O)c2cccc3nonc23)CC1` in Keap1 Nrf2 FP: -5

(more compounds)
SMILES	RTF Ca sens inh	OPRM1-OPRD1 inv	Wnt bcat act	OPRM1-OPRD1 ag	DSG3 Ab inh	Keap1 Nrf2 FP	cardiac RTF act	V-ATPase pH	LANA DNA inh	Arrestin-AP2 inh
O=C(NCc1cccs1)C1(S(=O)(=O)c2ccccc2)CC=CC1	-9	10	-3	-2.2	105	2	2	2	-1.2	-1
CC1Cc2cc(S(=O)(=O)N3CCCCC3)ccc2N1C(=O)C1CCC1 (centres undefined)	-8	5	1	-0.9	98	1	-6	-1	0.5	22
N#Cc1c(-c2ccccc2)nc(N2CCCCCC2)[nH]c1=O	-5	12	/	-2.3	91	3	0	-3	-0.8	2
COc1ccc(C(=O)NCCCNC(=O)c2ccco2)cc1OC	-1	-3	0	0.4	99	-3	9	6	-0.5	1
Cc1cccc(NC(=O)Nc2ccccc2[N+](=O)[O-])n1	-6	-8	9	1.4	94	0	6	0	-1.2	-7
C=CCSC1=C(C#N)C(c2ccc(C(C)C)cc2)CC(=O)N1 (centres undefined)	-3	-13	-2	2.5	105	1	-2	-1	1.4	-5
O=c1c2ccccc2c(=O)n(Cc2ccccc2)n1Cc1ccccc1	-4	-14	0	2.5	102	-3	4	-2	-1.8	10
CCSc1ncc(C)cc1[N+](=O)[O-]	1	11	-14	-1.9	107	-3	1	1	2.2	1
O=C(NC1(C(=O)NC2CCCC2)CCCCC1)c1ccc2c(c1)OCO2	4	9	3	-1.5	97	-3	-4	-3	-0.2	-4
O=C(/C=C/c1ccc(Br)o1)Nc1nccs1	-7	3	43*	-0.7	97	-4	12	0	2.9	18
O=C(Cn1cc(S(=O)(=O)N2CCN(c3ccccc3F)CC2)c2ccccc2c1=O)NCCCN1CCCCCC1	-2	19	-16	-3.7	101	-5	0	-3	-0.6	3
Cc1nn(C)cc1CN1CCCC(C(=O)c2ccc(-c3ccccc3)c(F)c2)C1 (centres undefined)	-10	-7	-8	1.2	96	-3	4	-1	-1.6	3
CC1(N2CCCCC2)CC2(O)C(=[N+]1[O-])CCC/C2=N\O (centres undefined)	2	14	-5	-2.4	96	0	6	-1	0.1	2
CCN(CC)CCCN(Cc1cc2cc3c(cc2[nH]c1=O)OCCO3)C(=O)Nc1ccc(F)cc1	8	10	-3	-1.8	102	-4	-5	-3	-0.3	-1
O=P(c1ccc2c(c1)OCCO2)(N1CCOCC1)N1CCOCC1	-3	8	/	-1.5	109	-4	15	-4	-1.0	1
Cc1ccc(CSc2nnc(SCC(=O)N/N=C/c3c[nH]c4ccccc34)s2)cc1	23*	-86	-7	17	104	0	-7	-2	-0.6	35
CCN(CC)c1ccc(S(=O)(=O)N2CCOCC2)cc1NC(=O)CSc1nncs1	-9	2	/	-0.3	103	3	-8	1	1.7	-8
Cc1noc(C)c1COc1ccc(C(=O)N2CCN(S(=O)(=O)c3ccccc3)CC2)cc1	-8	-2	-3	0.5	/	7	-1	3	-0.8	-11
CCN(CC(=O)N(CC(C)C)c1c(N)n(CC(C)C)c(=O)[nH]c1=O)Cc1nc2ccccc2c(=O)[nH]1	-3	3	-2	-0.5	100	2	0	3	-1.6	25
CCOc1ccccc1OCC(O)CNC (centres undefined)	-8	11	0	-2.2	91	0	-2	2	-0.6	30
CCN(CC(=O)Nc1c(F)cccc1F)C(=O)CNC(=O)c1cccc(C)c1	-4	13	-2	-2.6	98	-2	0	-3	-2.0	1
Cc1c(NC(=O)CN(C)CC(=O)Nc2ccc(F)c(F)c2F)c(=O)n(-c2ccccc2)n1C	-3	11	-4	-2.6	95	/	-2	-2	/	3
Cc1ccc(CNC(=O)C2CCCN(S(=O)(=O)c3cccnc3)C2)cc1 (centres undefined)	-4	5	/	-0.8	107	-6	9	4	0.0	-4
CCOc1ccc(C(=O)Nc2ccc(NC(=O)c3ccccc3)c(C)c2)cc1[N+](=O)[O-]	-5	-7	0	1.2	113	-4	-2	2	-3.7	-3
Cc1cccc(N2C(=O)N3[C@H](c4ccc(F)cc4)[C@@H]4C(=O)N(C5CCCCC5)C(=O)[C@@H]4[C@]3(Cc3ccccc3)C2=O)c1	-9	-4	-3	0.6	105	-5	3	2	0.1	-5
COC(=O)C(NC(=O)c1ccccc1)=C(C)C	-3	0	/	0.1	93	0	8	3	-0.2	-3
Cc1cc(Cl)ccc1C(=O)C1CCCN(C(=O)c2cnn(C(C)C)c2)C1 (centres undefined)	1	-3	2	0.6	98	-2	-1	-3	-1.9	-9
Cc1ccc(-c2csc3ncnc(SCc4ccc(C(=O)O)cc4)c23)cc1	/	/	0	/	/	-3	/	-2	2.8	5
C/C(=N\Nc1nc2c(s1)CCCC2)c1ccccc1	2	-58	6	9.3	97	-2	-2	-3	-1.0	-1
COc1cccc(CNC(=O)C(NS(=O)(=O)c2ccc3c(c2)CCN3C(C)=O)C(C)C)c1 (centres undefined)	3	10	-1	-1.9	/	0	-1	-3	-1.0	19
O=[N+]([O-])c1cc(-c2nc(-c3ccncc3)no2)ccc1Cl	-1	-9	/	1.8	104	6	20	3	-1.2	-3
CC1Sc2ccc(S(=O)(=O)N3CCC(C(=O)N4CCN(C)CC4)CC3)cc2NC1=O (centres undefined)	-3	20	11	-3.9	/	0	0	-5	-0.9	14
CC(C)Cn1c2nc3ccccc3nc2c2c(=O)n(CCN3CCOCC3)cnc21	0	15	/	-3.5	101	-5	-2	2	0.3	-7
CCCNC(=O)c1onc(CSc2ccc(F)cc2)c1C(=O)NC(C)C	0	4	-2	-0.7	105	1	-1	-2	-0.1	1
COC(CNC(=O)CCc1c(C)nc2c(-c3ccccc3)c(C)nn2c1C)OC	-7	12	2	-2.8	103	0	-3	1	2.3	-8
CCCNC(=O)COC(=O)c1ccc(S(=O)(=O)N2CCCC2)cc1	-14	17	0	-3.0	105	1	-4	-3	-0.4	6
COc1ccc(C(CC(=O)O)NC(=O)C(c2ccccc2)c2ccccc2)cc1 (centres undefined)	-3	13	0	-2.9	98	2	0	-1	1.2	-5
CCOc1ccc2oc(C(=O)OCC(=O)NC3CCCCC3)c(C)c2c1	-4	13	2	-3.4	99	-1	-4	-4	1.1	-3
CC1CCCC(C)N1CCCNC(=O)CN1C(=O)COc2ccc(S(=O)(=O)N3CCOCC3)cc21 (centres undefined)	0	19	0	-3.7	/	4	-1	-2	1.1	12
COc1cc(/C=N/O)ccc1Oc1ccc([N+](=O)[O-])cc1[N+](=O)[O-]	0	-37	36*	5.1	106	-1	-2	-2	-0.4	4
CCSc1nnc(-c2cccnc2)n1Cc1ccco1	-5	2	/	-0.4	105	2	5	-4	0.5	-5

High-throughput results deposited in PubChem by several laboratories.
